GPR55 antagonists: inhibition of LPI-stimulated GPR55 beta-arrestin translocation – imaging, U2OS, beta-arrestin-GFP, LPI agonist, primary screen (AID 2013); U2OS GPR55 beta-arrestin-GFP translocation imaging, LPI antagonism; higher % means a stronger effect; inhibition, % at 10 µM; hits with a dose series show IC50 in µM; hit rate 0.13% among 290,000;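 active = spots per cell inhibited over 60%, with over 100 cells counted and total cytoplasm intensity under 500,000; inconclusive = wells with under 100 cells, flagged as likely toxic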;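 also: U2OS cells stably carrying GPR55 and arrestin-GFP stimulated by 5 µM LPI near EC80; imaged beta-arrestin-GFP aggregate spots per cell after agonist stimulation; plate controls were LPI-stimulated DMSO wells for no effect and DMSO wells without LPI for full effect; some results filed as inactive read as strong as hits; confirmed hits need IC50 under 10 µM and bright autofluorescent wells are also inconclusive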
MgcRacGAP inhibition: MgcRacGAP GTPase-activating activity inhibitors, confirmation, biochemical, ADP Hunter fluorescence. MgcRacGAP-stimulated Rac1 GTP hydrolysis, ADP Hunter fluorescence; higher % means a stronger effect; GST-tagged Rac1 F28L mutant substrate. one-dose inhibition, % at 30 µM; IC50 in µM for titrated hits. hit rate 0.6% among 340,000. AID 624330;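 active = first-screen hits whose inhibition reached a set limit at any dose in the follow-up dose series; inconclusive = inhibition above the set first-screen limit but never retested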;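 also: fluorescence reports GDP produced by GAP-driven GTP hydrolysis; strong numbers were not always called active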
LYP inhibition: PTPN22 lymphoid phosphatase activity blockers – biochemical, fluorescence intensity, uHTS (AID 1779); recombinant LYP phosphatase, fluorescence intensity; higher % means a stronger effect; inhibition, % at 11.5 µM; hits with a dose series show IC50 in µM; hit rate 0.054% among 290,000; in the data active = inhibition above about 50%;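 also: plate controls were vehicle with enzyme for no effect and no enzyme for full effect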
GPR35 antagonists: inhibition of zaprinast-stimulated GPR35 beta-arrestin translocation – imaging, U2OS, beta-arrestin-GFP, zaprinast agonist, primary screen (AID 2058); U2OS GPR35 beta-arrestin-GFP translocation imaging, zaprinast antagonism; higher % means a stronger effect; inhibition, % at 10 µM; hits with a dose series show IC50 in µM; hit rate 0.052% among 290,000;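 active = inhibition of at least 50% with at least 30 cells and total cytoplasm GFP at most 10,000,000; inconclusive = under 30 cells or total GFP of 10,000,000 plus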
Hep lipid drop: hepatic lipid droplet formation modulation. AML12 mouse hepatocytes, oleate lipid droplets, BODIPY imaging. inhibition, % at 6.5 µM. hit rate 0.4% among 240,000. AID 1656;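 active = lipid droplet intensity inhibited by at least 50%, with more than 500 cells counted; inconclusive = wells with under 300 cells, treated as cytotoxic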
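System: AML12 hepatocytes (mouse). Probe or stimulus: oleic acid at 100 µM to induce lipid droplet formation. Times: overnight treatment with compound plus oleate. Detection: Image-based BODIPY and DAPI two-channel analysis. Evaluation: percent inhibition of filter-corrected integrated lipid droplet intensity per well.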
GPR55 activation: selective activators of receptor GPR55 – imaging, U2OS cells, beta-arrestin-GFP redistribution, primary screen (AID 1961); U2OS GPR55 beta-arrestin-GFP redistribution imaging; higher % means a stronger effect; one-dose activation, % at 10 µM; EC50 in µM for titrated hits; hit rate 0.048% among 290,000;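 active = activation above 40% with more than 50 cells counted in the well; inconclusive = wells holding fewer than 50 cells, flagged as toxic or sparse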;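 also: U2OS osteosarcoma cells stably expressing GPR55 and beta-arrestin-GFP; plate controls were DMSO negative control for no effect and LPI positive control for full effect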
Large T inhibition: TAg ATPase/helicase activity blockers – biochemical (AID 1903); hit rate 0.39% among 310,000; SV40 large T antigen ATPase/helicase inhibition assay; higher % means a stronger effect; one-dose inhibition, % at 20 µM; IC50 in µM for titrated hits; in the data active = a potency from the dose series; inconclusive = inhibition mostly from about 32% at the one dose, without a potency; inactive = the rest, 99 in 100 with inhibition below about 32%; also: strong numbers were not always called active
T cell HTS: T cell immune modulation candidate. calls only at 7 µM. 2C CD8+ T cell-vesicle binding, flow cytometry; active compounds read low. hit rate 0.068% among 330,000;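 active = response, share of CD8 T cells binding vesicles, and their 90th percentile fluorescence all below set limits, cut at about 80% in these data, passing the limit was not always enough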
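Test system: purified 2C TCR transgenic mouse naive CD8+ T cells. Probe or stimulus: QL9-peptide-loaded Drosophila micro-vesicles bearing Ld, ICAM-1 and B7-1. Incubation: binding step 1.5 h, 37 °C, antibody labelling 20 min, ice. Measured by: flow cytometry of vesicle-bound cells.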
NTR1 agonist: NTR1-driven beta-arrestin-GFP spot formation – imaging, U2OS cells, high content, primary screen (AID 493036); hit rate 0.17% among 330,000; agonist mode; P30989; activation, % at 20 µM;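 active = activation at or above 40% of the spot to cytoplasm intensity ratio, with at least 20 cells analyzed; inconclusive = wells under 20 cells, flagged as cytotoxic or low count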;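 also: 0% = DMSO without peptide and 100% = 100 nM NTR1 peptide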
Target sequence (P30989 whole entry, looked up): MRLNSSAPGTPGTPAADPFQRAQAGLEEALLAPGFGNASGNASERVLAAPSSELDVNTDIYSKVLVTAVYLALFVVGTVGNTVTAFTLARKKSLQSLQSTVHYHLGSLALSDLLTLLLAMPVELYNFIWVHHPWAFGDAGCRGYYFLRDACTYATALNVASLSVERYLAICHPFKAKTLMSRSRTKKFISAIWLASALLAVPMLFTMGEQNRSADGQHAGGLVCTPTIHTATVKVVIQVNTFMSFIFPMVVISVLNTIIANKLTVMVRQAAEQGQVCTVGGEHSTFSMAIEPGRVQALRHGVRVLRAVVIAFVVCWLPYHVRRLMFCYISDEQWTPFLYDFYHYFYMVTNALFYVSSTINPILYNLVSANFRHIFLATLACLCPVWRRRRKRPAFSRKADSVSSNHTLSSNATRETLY
Hep lipid drop cells 6.5 µM: also measured in Hep lipid drop; calls as there; cell count; measured here: cell count, cytotoxicity flag;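 cells counted across two imaged fields per well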
T cell HTS vesicle-bound %: recorded beside T cell HTS, whose call it bears; double positive events, %; measured here: CD8+ vesicle-bound cell fraction;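 binding gate set so that unloaded-vesicle control wells show 10% double positive cells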
NTR1 agonist cell count 20 µM: also measured in NTR1 agonist; calls as there; cell count; measured here: cell count, cytotoxicity flag
An asterisk follows results filed as active; i = inactive; ? = inconclusive; nt = not tested or not shown. An unsorted share of the library, and some 1.8% of all compounds hit somewhere here.

Values in the order – GPR55 antagonists	MgcRacGAP inhibition	LYP inhibition	GPR35 antagonists	Hep lipid drop	Hep lipid drop cells 6.5 µM	GPR55 activation	Large T inhibition	T cell HTS	T cell HTS vesicle-bound %	NTR1 agonist	NTR1 agonist cell count 20 µM
> COC(=O)c1nnn(CC(=O)NC(=O)Nc2c(C)cccc2C)c1C(=O)OC
 : 0%	8%	0%	2%	nt	nt	0.5%	5%	i	46	0.4	41
> CC(C)c1nnc(NC(=O)CCS(=O)(=O)c2ccccc2)s1
 : 2%	5%	-10%	10%	-12	796	0.3%	7%	i	35	-0.1	56
> CCCSc1oc(-c2ccco2)nc1S(=O)(=O)c1ccccc1
 : 1%	1%	-1%	-8%	-1	735	?	1%	i	8	4.4	28
> O=C1CC(c2ccccc2)CN1C(=O)c1cncc(Br)c1 (stereo not given)
 : 1%	6%	-12%	15%	9	714	0.0%	9%	i	28	1.8	75
> CN(/N=C/c1ccncc1)C1=NCCN1
 : 1%	-3%	-5%	-6%	nt	nt	0.3%	-1%	i	49	-0.1	84
> CCCNC(=O)NCCC12CC3CC(CC(C3)C1)C2
 : 3%	13%	2%	-9%	-4	707	0.1%	4%	i	52	-1.3	90
> CC(C)NC(=S)N/N=C/c1ccc(N2CCOCC2)cc1
 : 1%	1%	-1%	1%	-5	642	-0.1%	4%	i	58	0.8	103
> O=C(CSc1n[nH]c(-c2cccnc2)n1)Nc1ccccc1C(F)(F)F
 : 4%	3%	-4%	2%	0	782	-0.1%	13%	i	19	-0.1	56
> Cc1ccsc1CN(C)C(=O)C1CCC(=O)N(CCc2cccc(F)c2)C1 (stereo not given)
 : 8%	10%	-11%	8%	0	735	-0.2%	10%	i	45	-1.4	55
> CCOC(=O)c1cc2sccc2n1CC(=O)OC
 : -7%	6%	-6%	-3%	-3	777	0.0%	13%	i	56	0.5	63
> CN1CCN(C(=O)c2ccc(COc3ccc(Cl)cc3Cl)cc2)CC1
 : 7%	10%	-2%	1%	-4	562	-0.1%	6%	i	8	-0.3	34
> Cc1cc(C)n(-c2ccnc3cc(Cl)ccc23)n1
 : 2%	7%	-10%	-4%	5	792	0.0%	17%	i	62	-0.2	72
> O=C(NNC(=S)Nc1cccc2ccccc12)c1cccc(Br)c1
 : -14%	6%	0%	1%	5	740	-0.1%	24%	i	5	2.0	58
> O=C(Nc1ccc(O)cc1)c1ccc2c(c1)C(=O)N(Cc1ccco1)C2=O
 : 7%	?	-7%	-8%	4	718	-0.3%	9.7µM*	i	29	0.5	44
> Cn1c(=O)[nH]c(=O)c2c1nc(N1CCN(c3ccccc3)CC1)n2CCSc1ncccn1
 : 1%	11%	-13%	20%	nt	nt	-0.1%	4%	i	34	1.8	67
> Cc1ccc2nc(SCc3cn4cccnc4n3)[nH]c2c1
 : 12%	7%	-6%	-14%	-9	522	0.1%	3%	i	33	-0.3	68
> CSc1ccc(C(=S)N2CCN(Cc3ccccc3)CC2)cc1
 : 19%	9%	10%	-14%	nt	nt	0.5%	13%	i	42	-1.1	107
> CCNC(=S)N/N=C/c1ccc(F)cc1
 : 4%	nt	0%	-4%	2	681	-0.4%	23%	i	26	2.4	29
> Cc1ccn2c(=O)nc(SCC(=O)NCc3ccccc3Cl)nc2c1
 : nt	9%	nt	nt	nt	nt	nt	19%	i	58	-0.4	60
> CC1CC(C)CN(C(=O)Cn2ncc3c([nH]c4ccccc43)c2=O)C1 (stereo not given)
 : -11%	5%	-12%	-1%	7	776	0.6%	1%	i	39	0.7	62
> COc1ccc(CN(CC(=O)NC2CCCCC2)C(=O)CCC(=O)Nc2nccs2)cc1
 : -12%	-1%	-5%	16%	-3	771	0.0%	3%	i	48	0.5	54
> COc1ccc(NC(=O)C2(c3ccc(NC(=O)c4ccc(OC(C)=O)cc4)cc3)CCCC2)cc1
 : -5%	10%	-1%	6%	nt	nt	-0.1%	17%	i	50	1.8	68
> COc1ccc(C(C(=O)NC(C)(C)C)N(C(=O)CCC(=O)Nc2ccccn2)C2CCCCC2)cc1 (stereo not given)
 : -3%	3%	2%	-1%	-11	781	0.3%	9%	i	6	-1.9	54
> Nc1ccc(-c2nc3cc(N)ccc3n2CCO)cc1
 : 0%	28%	-3%	-9%	-14	692	-1.5%	42µM*	i	8	1.5	55
> COc1ccccc1CNc1ccc2c(c1)CCC2
 : 2%	11%	-8%	15%	11	789	-0.2%	7%	i	13	-2.1	59
> COc1ccc(-c2nc(-c3cccs3)c(-c3cccs3)[nH]2)cc1OC
 : 24%	4%	-6%	-4%	16	785	0.2%	9%	i	30	-3.3	76
> Cc1ccc(S(=O)(=O)Cc2ccc(C(=O)NCc3ccc4c(c3)OCO4)o2)cc1
 : 5%	4%	-7%	-9%	-7	673	0.2%	5%	i	58	-0.7	59
> CCC(=O)NCCc1cc2ccc(C)cc2[nH]c1=O
 : 8%	15%	-2%	1%	-1	681	0.2%	4%	i	48	-1.9	42
> Cc1ccc(N2Cc3ccccc3C2=S)cc1
 : 18%	4%	-2%	13%	0	710	0.5%	11%	i	64	0.8	37
> O=S(=O)(c1ccccc1)c1nc(-c2cccc(Cl)c2)oc1N1CCOCC1
 : 23%	9%	0%	19%	20	711	-0.1%	2%	i	57	4.2	44
> CC1=C(C(=O)N(C)Cc2ccccc2)C2(CCC(C)CC2)OC1=O (stereo not given)
 : -3%	-1%	-5%	-6%	-50	684	-0.4%	14%	i	39	0.5	57
> Cc1ccc(-n2ncc3c2ncn2c(C)nnc32)cc1C
 : 22%	6%	-3%	-5%	nt	nt	-2.3%	5%	i	24	0.0	55
> CC(=O)Nc1ccc(S(=O)(=O)N2CCN(C(=O)Cc3ccccc3)CC2)cc1
 : 1%	4%	-5%	-8%	17	758	0.2%	16%	i	8	-0.8	86
> CCOC(=O)Cc1n[nH]c(=O)c2ccccc12
 : 17%	-1%	-8%	1%	23	692	0.1%	4%	i	59	0.1	43
> Cc1ccc(-n2c(O)c(/C=N/NC(=O)C3COc4ccccc4O3)c3ccccc3c2=O)cc1 (stereo not given)
 : 13%	20%	9%	0%	4	684	-0.1%	15%	i	28	6.8	45
> O=C(CSc1c2c(nc3ccc(Cl)cc13)CCCC2)NCc1ccco1
 : 4%	9%	-7%	9%	13	782	-0.1%	10%	i	48	-1.5	81
> NS(=O)(=O)c1ccc(CCNC(=O)CCCOc2ccccc2)cc1
 : 11%	1%	-8%	4%	21	741	0.0%	2%	i	31	0.7	34
> O=C(NC1(C(F)(F)F)NC(=O)N(c2ccc(F)cc2)C1=O)c1ccncc1 (stereo not given)
 : -6%	11%	0%	-2%	2	696	-0.2%	-9%	i	43	0.9	33
> O=C(O)CCn1cc(/C=C/C(=O)c2ccc(Cl)cc2)c(-c2ccc(Br)cc2)n1
 : 0%	9%	6%	3%	-14	567	1.6%	25%	i	54	nt	nt
> COC(=O)c1sccc1NC(=O)c1ccc(OC)c(OC)c1
 : -12%	-5%	-5%	9%	1	768	-0.1%	-2%	i	53	0.6	56
> CCc1ccc(OCc2nnc(SCC(=O)N3CCN(c4ccccc4)CC3)o2)cc1
 : -3%	11%	-1%	3%	-7	707	-0.3%	11%	i	10	-0.7	81
> COc1ccc(NC(=O)C(NCC(C)C)c2ccccc2)cc1Cl (stereo not given)
 : -3%	23%	-5%	-7%	-1	694	-0.1%	1%	i	42	-0.3	76
> CCC1Oc2ccccc2N(CC(=O)NCCCN2CCC(C)CC2)C1=O (stereo not given)
 : 10%	5%	1%	2%	-13	659	-0.1%	0%	i	8	-0.2	47
> COC(=O)c1c(C)[nH]c(C)c1-c1cccc([N+](=O)[O-])c1
 : 7%	9%	-8%	3%	-3	830	-0.2%	16%	i	2	1.0	47
> COC(=O)c1ccc2c(c1)C(C)(C)C(/C=C/c1ccc(OC)c(OC)c1OC)=[N+]2C
 : 39%	26µM*	4%	35%	nt	nt	1.5µM*	10%	i	39	38	52
> COc1ccc(C2=CSC3=NCCN23)cc1OC
 : 2%	9%	-9%	-5%	3	774	0.0%	2%	i	25	0.7	51
> CCCCCCNC(=O)CC(c1ccccc1)c1cc(Br)ccc1O (stereo not given)
 : 11%	7%	-1%	-7%	-14	722	-0.4%	0%	i	22	29	54
> Nc1cccc(C(=O)OCC(=O)NC2CCCc3ccccc32)c1 (stereo not given)
 : 0%	8%	3%	-1%	0	678	0.2%	8%	i	51	-1.0	42
> O=C(Oc1ccc(Br)cc1C(=S)N1CCOCC1)c1ccc(F)cc1
 : 8%	10%	-7%	-17%	2	657	-0.2%	6%	i	27	5.6	48
> CCCNC(=O)c1ccc2c(c1)nc(C)n2-c1cccc(Cl)c1
 : -3%	nt	-5%	3%	36	741	0.5%	21%	i	36	1.5	83
> COCCn1c(=O)[nH]c2cc(C(=O)Nc3ccc(OC)c(Cl)c3)ccc2c1=O
 : -10%	4%	-3%	8%	-6	762	-0.1%	4%	i	3	0.2	50
> COc1ccccc1C(=O)Nn1c(C2CCC2)nc2ccccc2c1=O
 : 9%	7%	-2%	3%	nt	nt	-0.2%	5%	i	40	1.3	81
> Cc1ccc(-n2c(SCC(=O)NC3CCS(=O)(=O)C3)nc3ccccc3c2=O)cc1C (stereo not given)
 : nt	8%	nt	nt	nt	nt	nt	21%	i	21	1.2	73
> CC(C)CNC(=O)COC(=O)c1cccc(S(=O)(=O)NCC(F)(F)F)c1
 : -3%	0%	-10%	7%	-1	630	-0.1%	8%	i	49	2.2	55
> O=C(CCCCCn1c(=O)[nH]c2ccccc2c1=O)N1CCN(Cc2ccc3c(c2)OCO3)CC1
 : 17%	6%	3%	-1%	6	746	-0.1%	2%	i	51	3.1	77

Screening results as filed in PubChem BioAssay.
